Compound activity: PubChem, National Center for Advancing Translational Sciences (NCATS)
Abeta rescue = restores growth of yeast expressing A-beta42 peptide; AID 1347071; 0.063% of 410,000 active; Potency, µM (doses to about 46.1 µM), inactives show top-dose growth rescue, hits mostly activators; yeast expressing A-beta42, growth rescue, OD600, 48 h; response scale: 0% DMSO, 100% iron-clioquinol control; also: potency is read from the fitted curve at half-maximal effect; nearly all actives have a fitted effect of over 55% in size
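Yeast A-beta toxicity model in growth medium with pinned compounds, 48 h at 30 C; growth read as absorbance at 600 nm. Normalized to FeCl3/clioquinol equimolar mix (positive) and DMSO (negative).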
A549 tox = kills or reduces viability of A549 cells in Nrf2 counter-screen. A549 ARE-Fluc cells, CellTiter-Fluor viability, 18-24 h. Potency, µM (highest dose often 46 µM), for the others: top-dose activity change, negative = cytotoxicity, actives largely listed as inhibitors. 0.16% of 390,000 active. AID 504648; also: potency is read from the fitted curve at half-maximal effect; % is scaled to controls: 0 for no effect and ±100 for the full control effect
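A549 ARE-Fluc cells in 5% FBS OPTI-MEM, 5000 cells/well, rested 2 h then exposed to compounds in concentration-response for 18-24 h at 37 °C. Viability by CellTiter-Fluor fluorescence (Ex 405/Em 525) after 30 min; luciferase luminescence (BugLite, 15 min, RT) read afterwards.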
Nrf2 block = Nrf2 pathway inhibition; AID 504444; Potency, µM (series often up to 46 µM), without a hit: at the top dose activity change, negative = inhibition, hits mostly inhibitors; 2.1% of 360,000 active; A549 ARE-Fluc reporter, luciferase luminescence, 18-24 h; also: potency is read from the fitted curve at half-maximal effect; % is scaled to controls: 0 for no effect and ±100 for the full control effect; nearly all actives have a fitted effect of over 60% in size
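Reporter: ARE-Fluc in A549. Exposure: 18-24 h, 37 °C, 5% CO2, 5% FBS OPTI-MEM. Readouts: fluorescent cytotoxicity (CellTiter-Fluor), then luminescent Nrf2 signal after BugLite.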
CCT modulator = modulators of cytosolic chaperonin (CCT/TRiC) activity; purified chaperonin ATPase assay, HTRF ADP detection, 30 min; activity change, % (test concentration not listed), hits read low; 0.3% of 360,000 active; in the data active = activity change below about -30%; also: % is scaled to controls: 0 for no effect and ±100 for the full control effect
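Nucleotide hydrolysis assay: TRiC at 20–40 nM final (set by batch activity) with 10 uM ATP, 30 min at 37 °C, in presence of 76 uM compound. Detection by competitive ADP HTRF, 30 min ambient.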
Nrf2 activator = activates Nrf2 signaling; Potency, µM (highest dose often 46.1 µM), inactives show at the top dose activation, most hits filed as activators; 0.31% of 410,000 active; AREc32 ARE-luciferase reporter (MCF7-derived line), luminescence, 24 h; also: potency is read from the fitted curve at half-maximal effect; % of control where 0% means no effect; nearly all actives have a fitted effect of over 65% in size
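Each well held 1000 AREc32 cells, which were incubated with compound for 24 hr at 37 deg C after overnight attachment, and ARE reporter activity was quantified by firefly luciferase luminescence.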
HepG2 tox = counter-screen for TGF-b inhibitors: cytotoxicity in HepG2 cells. HepG2 CAGA-GFP viability, ATP luminescence, 18 h. Potency, µM (doses to about 46.1 µM), without a hit: at the top dose activity change, negative = cytotoxicity, hits mostly cytotoxic. 0.76% of 410,000 active; also: potency is read from the fitted curve at half-maximal effect; some results filed as inactive show a strong effect at the top dose
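CellTiter-Glo luminescence gave cytotoxicity after 18 hours at 37 degrees C. The cells were HepG2 CAGA-GFP in 1% FBS DMEM, stimulated with 500 pg/mL TGF-beta after compound addition. %Activity was normalised to no-cell wells (complete cell-killing) and DMSO (no toxicity), and curves were fitted and classified.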
TGFb inhibitor = inhibitors of TGF-b signaling; 1.2% of 410,000 active; AID 588855; Potency, µM (highest dose often 46.1 µM), for inactives: at the highest dose activity, negative = inhibition, actives largely listed as inhibitors; HepG2 CAGA-GFP TGF-b/SMAD3 reporter, GFP fluorescence, 18 h; TGF-beta stimulated, 500 pg/mL final; also: potency is read from the fitted curve at half-maximal effect; % is scaled to controls: 0 for no effect and ±100 for the full control effect; nearly all actives have a fitted effect of over 65% in size
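First, reporter cells (HEPG2 CAGA-GFP) rested 2 h at 37 degrees C. Next, compounds were pinned in and TGF-beta added to 500 pg/mL final. After 18 h, GFP was imaged per cell and summed per well.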
MmCpn inh = blocks the Methanococcus maripaludis chaperonin Mm-Cpn | purified Mm-Cpn ATPase, ADP Transcreener TR-FRET | Potency, µM (series often up to 76.9 µM), inactives show top-dose activity, negative = inhibition, actives largely listed as inhibitors | 0.031% of 330,000 active | AID 504842; also: potency is read from the fitted curve at half-maximal effect; % is scaled to controls: 0 for no effect and ±100 for the full control effect; nearly all actives have a fitted effect of over 80% in size
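ATPase read-out: TR-FRET ADP immunoassay (anti-ADP Eu cryptate vs ADP-d2), ex 320 nm, em 590/665 nm; signal drops as ADP forms. Enzyme 25 nM, ATP 10 uM, 30 min at 37°C after 10 min compound preincubation.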
Akt phos inh = blocks phosphorylation of Akt; AID 651550; 0.32% of 360,000 active; activity change, % for hits at 50 µM; Neuro2A IGF-stimulated pAkt S473 HTRF, 20 min; hits give low values; in the data active = activity change below about -80%; inconclusive = mostly about -51% to -80%; also: % is scaled to controls: 0 for no effect and ±100 for the full control effect
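Neuro2A cells in DMEM with 0.5% FBS, overnight at 37 deg C, given compound at single 50 µM final, then IGF (6 nM final) for 20 min at 37 deg C. Lysed; phospho-Akt Ser473 by HTRF after 24 h, 665/615 ratio.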
Starred values were filed as active, the others as inactive; i = inactive; ? = inconclusive; nt = not tested or not shown; & = joins results of further samples; [ ] = another dose, or the depositor's remark. Unless noted, calls follow the shape of the dose curve; as a rule, active = well fitted curve in the direction sought with a large enough effect; inconclusive = small, poorly fitted or top-dose-only effect, or another doubt; inactive = no such curve, though single readings can be large; an effect the other way counts as inactive or inconclusive.

SMILES | Abeta rescue | A549 tox | Nrf2 block | CCT modulator | Nrf2 activator | HepG2 tox | TGFb inhibitor | MmCpn inh | Akt phos inh
CCCN(CC(=O)Nc1ccccc1OC)C(=O)Cn1c(=O)oc2ccccc21 | 1% | 1% | 5% | -1.3 | 0.7% | 1% | 2% | nt | i
CC(=N)c1c(O)cc(C)oc1=O | -1% | -5% | 5% | -0.5 | -0.2% | -13% | 7% | nt | i
COCCNC(=S)N/N=C/c1c(C)[nH]c2ccccc12 | -2% | 21% | -19% | -0.2 | 3.5% | -17% | -10% | 0% | i
CC1(C(=O)NS(=O)(=O)c2ccccc2Cl)CCN1C(=O)Cc1ccccc1Cl (stereo unspecified) | 7% | nt | nt | 0.9 | -0.3% | 7% | -6% | nt | i
CCc1ccc(S(=O)(=O)N/N=C\c2ccc([N+](=O)[O-])o2)cc1 | -13% | -10% | -26% | 0.1 | 1.1% | -12% | -8% | -4% | i
COc1ccc(CNC(=O)c2cnn3c(C)c(Cc4ccc(F)cc4)c(C)nc23)cc1 | -5% | -3% | nt | nt | 0.2% | -9% | 0% | nt | nt
CCOc1ccc(C2c3c(oc4ccc(C)cc4c3=O)C(=O)N2Cc2ccc3c(c2)OCO3)cc1OC (stereo unspecified) | -23% | 8% | 26% | nt | 0.4% | -3% | -15% | nt | nt
O=C(CCNC(=O)c1ccccc1)OCC(=O)c1cccc(Cl)c1 | -7% | 1% | -5% | 0.6 | -0.9% | 6% | 11% | -3% | i
CC(=O)c1sc(-c2ccccc2)nc1C | -19% | -3% | 3% | 1.6 | ? | 13% | 2% | -15% | i
CCCCc1cc(=O)oc2cc(OCC(=O)N(CC)CC)ccc12 | -14% | 1% | 9% | -2.8 | -0.2% | -20% | -15% | 0% | i
COc1ccc(CNC(=O)c2sc3nc4c(c(C(F)(F)F)c3c2N)CCC4)cc1OC | -8% | 0% | 23µM* | 0.8 | -0.7% | -12% | ? | -9% | i
O=[N+]([O-])c1ccc(-n2nnnc2-c2ccccc2)c([N+](=O)[O-])c1 | -58%[inhibitor] | -14% | -7% | 0.9 | -3.6% | 16µM* | 10µM* | 0% | i
C#CCNC(=O)C1=C[C@@H](C2CC2)[C@H](CCCO)[C@@H](OCC)O1 | 0% | 0% | -1% | -0.7 | 0.7% | -6% | -2% | nt | i
Cn1c2cc(C#N)sc2c2cnn(Cc3ccc(F)cc3)c(=O)c21 | 2% | -8% | -25% | nt | 5.4% | 13% | -6% | -2%&2% | nt
O=C(CSc1nnc(-c2ccc(Br)cc2)n1-c1ccccc1)c1ccccc1 | -5% | 2% | nt | nt | 0.6% | 0% | -19% | nt | nt
CN1C2CCC1CC(OC(c1ccccc1)c1ccccc1)C2 (stereo unspecified) | 12% | 2% | 12% | -2.2 | 2.3% | -28% | -5% | 1% | i
C[C@@H]1CN([C@H](C)CO)C(=O)c2cc(Br)cnc2O[C@@H]1CN(C)Cc1cncnc1 | -12% | nt | nt | 0.3 | -0.3% | -13% | 12% | nt | i
Cc1ccc(Cl)c(OCCCCN(C)Cc2ccccc2)c1 | -13% | -15% | 5% | -1.5 | 0.3% | -63% | -1% | 1% | i
CCOc1cc(/C=C(/NC(C)=O)C(=O)O)cc(Cl)c1OCc1ccc(Br)cc1 | 6% | 3% | 2% | -0.3 | 0.0% | -3% | 3% | 3% | i
Cc1oc(-c2cccc(Cl)c2)nc1CSCC(=O)NCc1ccccc1Cl | -1% | ? | 23µM* | nt | -0.7% | -6% | ? | nt | nt
O=C(CCCC(=O)NCC1CCCO1)NCC1CCCO1 (stereo unspecified) | -5% | -2% | 8% | -3.1 | -0.4% | -15% | 19% | ? | i
O=C(c1cc(COc2ccc(F)c(F)c2)on1)N1CCOCC1 | -5% | -3% | 0% | -0.1 | 1.9% | 1% | 0% | -3% | i
Cc1ccc(NC(=O)CSC2=Nc3ccccc3C3=NC(Cc4ccccc4)C(=O)N23)cc1C (stereo unspecified) | -20% | -10% | nt | nt | 0.1% | -18% | 7% | nt | nt
COC(=O)c1cc(OC)c(OC)cc1NC(=O)CSc1nnc(-c2cccnc2)n1C | 10% | 2% | 10% | -0.2 | -0.4% | -15% | 10% | 0% | i
O=c1c2ccccc2nnn1CCc1ccccc1 | 0% | nt | nt | -0.2 | 8.9% | -1% | 2% | nt | i

The results go on.
SMILES | Abeta rescue | A549 tox | Nrf2 block | CCT modulator | Nrf2 activator | HepG2 tox | TGFb inhibitor | MmCpn inh | Akt phos inh
COc1ccc(NS(=O)(=O)c2cccc3nsnc23)cc1Cl | -12% | 0% | -9% | -0.8 | 0.3% | 11% | 43%[activator] | 1% | i
COc1ccc(C2Nc3ccccc3C(=O)N2Cc2ccccc2)cc1CSc1ccccn1 (stereo unspecified) | -2% | 7% | 8% | -1.5 | 4.0% | 5% | -35% | -4% | i
CCOc1ccc(NC(=O)c2cccc(NC(=O)c3ccccc3)c2)cc1 | -7% | -7% | 4% | 1.2 | 1.2% | -5% | -19% | -4% | i
CC(=O)c1c(C)[nH]c(C(=O)OCc2nnc(-c3ccc([N+](=O)[O-])cc3)o2)c1C | -5% | 1% | ? | 1.0 | 2.3% | -21% | -11% | 0% | i
CCC(=O)N1CCCc2cc(S(=O)(=O)N3CCN(c4ncccn4)CC3)ccc21 | 9% | 5% | ? | -1.7 | -0.5% | -3% | -5% | 2% | i
CCN(C(=O)c1cn(CC(C)C)c(=O)c2cc(OC)c(OC)cc12)c1cc(OC)ccc1OC | -12% | 1% | -6%[9.27 µM] | nt | -0.6% | -28% | ? | nt | nt
COc1cccc(CN2CCCCC2C(=O)O)c1 (stereo unspecified) | 3% | 3% | -15% | -0.4 | 0.3% | 15% | -2% | 1% | i
CC1CN(C(=O)c2cc(COc3c(F)cccc3F)on2)CCN1C (stereo unspecified) | -5% | 5% | 7% | -1.6 | 3.0% | -17% | 0% | nt | i
CCN(c1ccc(F)cc1)S(=O)(=O)c1cccc2nsnc12 | -10% | 2% | -5% | -2.4 | -0.7% | -1% | 0% | -1% | i
CCc1ccc(NC(=O)c2cc(S(=O)(=O)NC3CCCC3)ccc2F)cc1 | 7% | 4% | nt | nt | 0.4% | -70% | ? | nt | nt
O=C(NNC1=Nc2ccccc2SC1)c1ccc(Cl)cc1 | 18% | ? | 10µM* | 0.4 | -0.7% | 7% | -6% | ? | i
Cc1c(C(=O)N(C)Cc2cccc(F)c2)oc2c(Cl)cccc12 | -4% | 1% | 10% | -1.6 | -0.3% | 2% | 5% | 2% | i
Cc1ccc(C)c2[nH]c(=O)c(CCNS(=O)(=O)c3ccccc3)cc12 | -2% | 3% | ? | -0.4 | -0.3% | 22% | 31% | -1% | i
CCOc1ccc(CCNC(=O)c2ccc(CS(=O)Cc3ccc(Cl)cc3)o2)cc1OCC (stereo unspecified) | 13% | -10% | ? | -0.9 | -0.1% | 0% | 4% | 2% | i
Nc1ncnc(Nc2ccc(S(N)(=O)=O)cc2)n1 | -3% | -5% | 0% | 0.0 | 0.4% | -4% | 0% | -2% | i
CN1CCN(c2ccccc2NC(=O)c2ccc(-c3cccc(Cl)c3)o2)CC1 | -5% | ? | -13% | -1.4 | 7.2% | -2% | 35%[activator] | 0% | i
N#C/C(=C\c1c(N2CCCCCC2)nc2ccccn2c1=O)C(=O)NC1CCS(=O)(=O)C1 (stereo unspecified) | 10% | 3% | 7% | -1.2 | -0.3% | 3% | -12% | 0% | i
C[C@@H]1CC2=C(C(=O)OC(C)(C)O2)[C@@H](C2CC2)O1 | -4% | nt | nt | 0.1 | 0.1% | nt | nt | nt | i
Cc1ccc(NC(=O)CCn2nnc3ccccc32)c(C)c1 | -1% | -5% | 4% | 0.3 | 0.4% | 27% | 9% | -3% | i
Cc1ccc(Cn2cc(S(=O)(=O)c3cccc(Cl)c3)c(=O)c3cc(F)c(N4CCOCC4)cc32)cc1 | 7% | -4% | 23% | nt | -0.1% | -1% | -1% | nt | nt
O=C(CC1CCCC1)Nc1ccc(Cl)c(S(=O)(=O)N2CCOCC2)c1 | ? | -9% | ? | -4.9 | 5.3% | -24% | ? | 0% | i
CC(=O)Nc1ccc(Nc2nc(-c3c(C)nc4ccccn34)cs2)cc1 | 1% | 1% | ? | 3.3 | 28% | -110% | ? | nt | i
CCC(C)NC(=O)c1ccc(COc2ccccc2Cl)cc1 (stereo unspecified) | 8% | 11% | ? | -2.0 | -0.7% | 3% | 24% | -2% | i
CN1CCN(C(=O)C2=C[C@H](c3csc4ccccc34)C[C@H](OCc3ccc(CO)cc3)O2)CC1 | 1% | -3% | 2% | -1.5 | -1.1% | 0% | 0% | nt | i
CN(c1ccccc1)S(=O)(=O)c1cccc(C(=O)OCC(=O)NCCCN2CCCC2=O)c1 | 5% | -2% | -17% | -5.9 | 0.1% | 2% | -6% | 2% | i
c1ccc2sc(SCc3ccc(-c4nnco4)cc3)nc2c1 | 17% | -8% | 22% | -1.6 | -0.2% | -25% | -5% | 2% | i
Cc1ccc2cc(C)c3nnc(SCC(=O)N4CCN(C(=O)c5ccco5)CC4)n3c2c1 | -12% | 1% | -8% | -1.6 | 0.2% | -18% | -13% | 1% | i

TGFb inhibitor, what is marked active above
compound | CCT modulator | Nrf2 activator | TGFb inhibitor | MmCpn inh | Akt phos inh
O=[N+]([O-])c1ccc(-n2nnnc2-c2ccccc2)c([N+](=O)[O-])c1 | 0.9 | -3.6% | 10µM* | 0% | i
